Screens deposited in PubChem BioAssay by several laboratories.
core dimer inh: HCV core protein dimerization inhibition. TR-FRET GST/Flag-core106 dimerization, 1536-well. inhibition, % at 5 µM. hit rate 0.33% among 300,000. AID 1899;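 active means inhibition above the mean of all tested compounds plus 3 SD, set per screening campaign, cut at about 45% in these data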
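Assay system: Tagged HCV core106 pair (GST and Flag) | Buffer or medium: KF-containing HEPES buffer, pH 7.45, DTT, CHAPS, BSA | Also added: Eu donor and XL665 acceptor anti-tag antibodies | Dosing: One concentration, 5 µM, in 0.5% DMSO | Timing: 4 h at 22.5 °C | Technique: TR-FRET 671 and 617 nm emission | Repeats: Singlicate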
EBNA-1 inh: blocks EBNA-1 binding to DNA; inhibition, % at 14.8 µM; hit rate 0.34% among 300,000; EBNA-1 DNA binding, fluorescence polarization; AID 1950; in the data active means inhibition above about 28%
TPT1 inhibitor: inhibitors of Candida albicans tRNA 2'-phosphotransferase TPT1; recombinant caTPT1, FP RNA substrate dephosphorylation; inhibition, % at 5 µM; hit rate 0.81% among 300,000;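 active means inhibition above the mean of all tested compounds plus 3 SD, set per screening campaign, cut at about 24% in these data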;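 further: plate controls were DMSO alone for no effect and ferristatin control at 100 nM for full effect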
PP5 primary: blocks human protein phosphatase 5 activity; purified PP5c, OMFP substrate fluorescence; inhibition, % at 6.7 µM; hit rate 0.18% among 320,000;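 active means inhibition above the campaign's mean inhibition across all tested compounds plus 3 SD, cut at about 9.5% in these data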;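 further: 0% = DMSO only and 100% = 100 µM cantharidin control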
PP1 inh: counter-screen for PP5 inhibitors: inhibitors of human PP1-alpha; P62136; purified PP1alpha, OMFP fluorescence; inhibition, % at 6.7 µM; hit rate 0.9% among 320,000;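 active means inhibition above the mean inhibition of all tested compounds plus 3 SD, computed separately for each screening campaign, cut at about 15% in these data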
PREPL inh: inhibitors of human prolyl oligopeptidase-like enzyme PREPL; Q4J6C6; recombinant PREPL, fluorescence polarization activity-based probe; inhibition, % at 5.96 µM; hit rate 0.68% among 320,000; AID 2751; in the data active means inhibition above about 43%;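 further: 0% = enzyme with DMSO and 100% = wells lacking enzyme; many of its hits are not listed in these tables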
Target sequence (Q4J6C6 whole entry, looked up): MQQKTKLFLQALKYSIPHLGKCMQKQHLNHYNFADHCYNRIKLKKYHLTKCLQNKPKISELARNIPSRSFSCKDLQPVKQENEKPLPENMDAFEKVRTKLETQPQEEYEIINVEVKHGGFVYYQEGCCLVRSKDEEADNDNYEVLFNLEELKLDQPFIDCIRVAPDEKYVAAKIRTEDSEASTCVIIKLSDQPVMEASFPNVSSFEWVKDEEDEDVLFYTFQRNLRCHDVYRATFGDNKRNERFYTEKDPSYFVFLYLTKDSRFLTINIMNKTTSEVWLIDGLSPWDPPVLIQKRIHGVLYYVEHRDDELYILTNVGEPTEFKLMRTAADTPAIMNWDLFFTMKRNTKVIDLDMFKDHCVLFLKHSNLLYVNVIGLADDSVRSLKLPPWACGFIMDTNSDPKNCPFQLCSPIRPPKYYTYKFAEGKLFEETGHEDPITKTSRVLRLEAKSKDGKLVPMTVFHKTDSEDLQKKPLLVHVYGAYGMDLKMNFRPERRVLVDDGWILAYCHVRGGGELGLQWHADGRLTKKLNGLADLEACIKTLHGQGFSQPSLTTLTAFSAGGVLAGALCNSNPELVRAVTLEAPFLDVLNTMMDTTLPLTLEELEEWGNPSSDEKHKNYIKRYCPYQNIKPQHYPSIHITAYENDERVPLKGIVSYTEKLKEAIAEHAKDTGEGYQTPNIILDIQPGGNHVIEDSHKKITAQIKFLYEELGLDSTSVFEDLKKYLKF
ZTA DNA inh: blocks Epstein-Barr virus ZTA, an EBNA-1 counter-screen | ZTA-DNA binding, fluorescence polarization | inhibition, % at 11 µM | AID 2234 | P03206 | hit rate 0.15% among 320,000; in the data active means inhibition above about 33%
Target sequence (P03206 whole entry, looked up): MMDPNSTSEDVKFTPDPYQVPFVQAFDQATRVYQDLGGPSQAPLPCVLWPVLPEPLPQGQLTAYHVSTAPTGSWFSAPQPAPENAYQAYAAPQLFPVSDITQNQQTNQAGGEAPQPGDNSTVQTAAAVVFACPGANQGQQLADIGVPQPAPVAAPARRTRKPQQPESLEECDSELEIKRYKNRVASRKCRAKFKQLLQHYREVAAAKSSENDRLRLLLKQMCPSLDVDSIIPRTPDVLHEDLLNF
Efflux pump inh: inhibitors of Candida antifungal efflux pumps expressed in yeast; inhibition, % at 10 µM; hit rate 0.44% among 330,000; S. cerevisiae Candida pump triplex, Nile Red efflux; AID 485275;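 active means plate passing quality check with inhibition over a set limit, or well fluorescence over plate mean plus 4 SD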;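 further: Nile Red retained in pooled yeast measured as flow cytometry median fluorescence; 0% = buffer negative control and 100% = Enniatin B positive control; higher means more Nile Red kept so more efflux inhibition; some compounds called inactive have numbers as strong as hits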
CTSL1 counter: cathepsin L1 inhibition, PFM18AAP counter-screen; inhibition, % at 5.96 µM; recombinant F. hepatica cathepsin L1, Z-Leu-Arg-MCA fluorescence; hit rate 0.49% among 300,000; AID 1906;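 active means inhibition above the mean of all tested compounds plus 3 SD, set per screening campaign, cut at about 17% in these data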;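 further: 0% = plate median of test compound wells and 100% = 1 µM Z-Phe-Ala-diazomethylketone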
Active calls of the source: *; / = no result given; & = joins results of further samples.

SMILES	core dimer inh	EBNA-1 inh	TPT1 inhibitor	PP5 primary	PP1 inh	PREPL inh	ZTA DNA inh	Efflux pump inh	CTSL1 counter
CCCCNC1c2ccccc2C(=O)N1Cc1ccccc1 (stereo not drawn)	-4	-5	-2	2.2	-1	12	0	0.1	-9
CN(C(=O)CC1C(=O)NCCN1CC1CCCCC1)C1CCOCC1 (stereo not drawn)	-2	-21	-4	1.3	-1	10	-2	0.2	3
CC(C)C(=O)Nc1nc(-c2ccc([N+](=O)[O-])cc2)cs1	2	-4	1	-0.2	-1	-8	3	0.1	-1
CCc1ccc(C(=O)CN2C(=O)NC3(CCOc4ccccc43)C2=O)s1 (stereo not drawn)	/	/	/	2.8	-1	6	8	0.2	/
CCc1nnc(NC(=O)CSc2nnc(CNC(=O)c3ccccc3F)n2C)s1	3	4	-4	2.5	0	-5	3	-0.1	4
Cc1ccc(C)c(NC(=O)Cc2csc(-c3ccccc3)n2)c1	-16	-2	-2	1.4	-1	14	-6	-0.1	2
Cc1ccc(S(=O)(=O)n2nc(C)c(C#N)c2N)cc1	7	4	-2	0.4	-5	-4	1	0.1	-7
Brc1c(CSc2nc3ccccc3s2)nc2ncccn12	-5	-6	-3	0.5	0	4	-6	0.2	2
O=C(NCCN1CCN(Cc2ccccc2)CC1)c1cc2c(=O)[nH]c3ccccc3c2s1	1	3	3	0.4	0	-26	2	0.0	3
O=C(/C=C/c1ccc(-c2cccc([N+](=O)[O-])c2)o1)N1CCOCC1	-3	-10	1	3.7	-3	12	-3	0.0	11
COc1ccc(N(CC(=O)Nc2ccccc2OC)S(=O)(=O)c2ccc(OC)c(OC)c2)cc1	12	17	-1	1.0	-1	5	6	0.0	1
Nc1ncnc2oc(-c3ccco3)c(-c3ccco3)c12	73*	3	-1	1.5	25*	20	-3	-0.1	4
Cc1ccc(-c2cc(C(=O)Nc3ccc(S(=O)(=O)Nc4cc(C)on4)cc3)c3ccccc3n2)c(C)c1	10	13	0	6.6	10	-6	14	0.1	0
Cc1nc2c3cc(F)ccc3n(CCN3CCCCC3)c2s1	-2	11	-1	-2.7	-2	10	0	-0.3	0
O=C(CN1C(=O)S/C(=C\c2ccc(Cl)cc2)C1=O)NNC(=O)c1ccccc1O	4	-8	-9	-0.1	18*	14	16	0.2	2
COc1ccc(CCNC(=O)C2CCCN(c3ncnc4c3nc3n4CCCCC3)C2)c(OC)c1 (stereo not drawn)	-2	-10	2	-0.7	0	12	-7	-0.1	-1
NC(=O)OCC(COC(N)=O)c1ccccc1	9&-14	5&-4	4&3	-2.1&0.9	-1&-1	2&0	1&-7	0.0&-0.1	3&-2
CN(C(=O)COC(=O)CNC(=O)c1ccc(Cl)cc1Cl)c1ccccc1	-10	-1	-2	3.6	4	11	-17	-0.2	-1
CCc1ccc(OCCNC(=O)c2ccc(S(=O)(=O)N(C)C)cc2)cc1	0	1	0	-1.5	-3	7	3	0.0	0
CCCCCCn1c(CN2CCCCC2CC)nc2c1c(=O)n(C)c(=O)n2C (stereo not drawn)	-8	-5	-2	4.0	-3	11	5	0.2	3
COc1cc(C2CC(=O)Oc3c(C(CCN4CCOCC4)c4ccc(N(C)C)cc4)c(OC)cc(OC)c32)cc(OC)c1OC (stereo not drawn)	0	-6	-2	2.2	2	38	-3	-0.2	-3
Cc1oc(CC(C)C)cc1C(=O)Nc1ccc(C(=O)O)cc1	5	4	2	2.0	0	-5	0	-0.1	5
COc1ccc(CCNC(=O)C(NS(=O)(=O)c2ccc3c(c2)CCN3C(C)=O)C(C)C)cc1OC (stereo not drawn)	-3	7	-5	0.3	-4	-4	17	0.0	-4
CC(=O)N1CCN(c2ccc(OC[C@H]3CO[C@](Cn4ccnc4)(c4ccc(Cl)cc4Cl)O3)cc2)CC1	1	2	1	5.0	0	61*	-3	0.0	1
CC(C)Cn1cnc2c1c(=O)n(CC(=O)Nc1ccc3c(c1)OCO3)c(=O)n2Cc1ccccc1	-2	-8	2	3.6	-1	5	9	0.2	-2

An excerpt from above with just EBNA-1 inh, ZTA DNA inh and Efflux pump inh.
SMILES | EBNA-1 inh | ZTA DNA inh | Efflux pump inh
Cc1nc2c3cc(F)ccc3n(CCN3CCCCC3)c2s1 | 11 | 0 | -0.3
CN(C(=O)CC1C(=O)NCCN1CC1CCCCC1)C1CCOCC1 (stereo not drawn) | -21 | -2 | 0.2
Cc1ccc(-c2cc(C(=O)Nc3ccc(S(=O)(=O)Nc4cc(C)on4)cc3)c3ccccc3n2)c(C)c1 | 13 | 14 | 0.1
Nc1ncnc2oc(-c3ccco3)c(-c3ccco3)c12 | 3 | -3 | -0.1

The list continues.
SMILES	core dimer inh	EBNA-1 inh	TPT1 inhibitor	PP5 primary	PP1 inh	PREPL inh	ZTA DNA inh	Efflux pump inh	CTSL1 counter
CCOC(=O)C1(C)C=C(Nc2ccccc2)C(=O)N1c1ccccc1 (stereo not drawn)	3	-9	1	0.9	29*	-6	3	0.0	0
COc1ccc(CCn2c(=N)c(S(=O)(=O)c3ccc(C)cc3)cc3c(=O)n4ccccc4nc32)cc1	15	-3	5	-0.1	-2	0	-10	-0.1	-2
CC(C)c1nc(SCC(=O)c2ccccc2)c2c(=O)n(C)c(=O)n(C)c2n1	-3	-7	0	1.5	-1	2	-16	-0.1	-1
COc1ccc(-c2cc(C(F)F)n3ncc(C(=O)n4ccnc4C)c3n2)cc1	1	3	0	-0.3	-3	4	-4	-0.3	8
CCOc1ccc(NC(=O)CSc2nc(=O)n(CCCN3CCOCC3)c3c2CCC3)cc1	-2	-5	1	-0.5	-1	4	-3	-0.1	7
COc1ccc(Oc2ncnc3c2ncn3Cc2ccccc2)cc1	-8	5	-2	2.5	-3	-42	9	0.1	-2
Cc1ccccc1NC(=O)COC(=O)c1cc(=O)c2ccccc2o1	-2	-5	6	1.2	1	13	-15	0.2	7
COc1ccc(CCNC(=O)c2ccc3nc[nH]c3c2)cc1	2	-6	1	4.5	-1	10	14	0.5	-1
O=C(N/N=C/c1c[nH]c2ccccc12)c1ccc(O)c(O)c1	-3	-2	1	2.0	-11	0	27	0.3	0
O=C(NCc1cccc(CNC(=O)Nc2cccc(O)c2)c1)Nc1cccc(O)c1	7	-16	3	3.1	0	1	3	-1.1	-1
CN(C)CCCN(C(=O)c1ccc(N2C(=O)CCC2=O)cc1)c1nc2c(F)cccc2s1	-4	-5	0	2.2	-4	2	-2	0.3	-1
CCOC(=O)C1CCN(C(=O)C2CCN(S(=O)(=O)c3cc(Cl)ccc3Cl)CC2)CC1	7	-3	-1	-0.1	-1	9	0	-0.1	1
COc1ccc(NC(=S)NCC(c2ccco2)N2CCCC2)cc1 (stereo not drawn)	0	-3	-2	-2.3	1	-2	-5	0.0	-2
COCCNC(=O)c1nc2ccccc2s1	-12	-3	-1	0.3	0	2	-5	0.3	-10
O=C(CC1C(=O)NCCN1Cc1ccccc1)NCCN1CCCCC1=O (stereo not drawn)	-6	-12	-5	1.4	5	19	-6	0.1	-6
N=C1/C(=C/c2ccc(-c3cccc(C(=O)O)c3)o2)C(=O)N=C2SC(CC(=O)N3CCOCC3)=NN12	-15	8	7	0.1	-3	-2	2	0.0	1
CCC(C)N(C(=O)COC(=O)c1ccccc1SCC(=O)N1CCCC1)C1CCS(=O)(=O)C1 (stereo not drawn)	-1	6	3	1.2	-7	10	-1	-0.9	0
CC1CCN(C(=O)CSCc2ccc(Cl)cc2)CC1	8	3	-1	4.1	-4	-5	3	-0.1	-2
CCCc1cc(=O)oc2cc(C)cc(OCC(=O)Nc3cccnc3)c12	-15	4	-1	2.4	-3	-20	-6	0.0	9
COc1ccc(CN2CCN(CCc3ccccc3)C(CCO)C2)c(Cl)c1OC (stereo not drawn)	-7	-5	-1	-0.4	2	12	7	0.0	1
CC(C)(O)C(O)COc1c2ccoc2cc2oc(=O)ccc12 (stereo not drawn)	0	-6	-1	2.5	-5	-5	2	-0.2	0
CCOC(=O)CCC(NC(=O)CCCCCCCC(=O)NC(CCC(=O)OCC)C(=O)OCC)C(=O)OCC (stereo not drawn)	-17	-2	-2	2.2	-3	9	-4	-0.1	2
Cc1cc(C)cc(NC(=O)COC(=O)c2ccc(CN3CCCC3=O)cc2)c1	/	/	/	2.8	0	10	-12	0.1	/
COc1ccc(NC(=O)c2cccc(S(=O)(=O)N3CCCCCC3)c2)cc1	5	0	2	2.9	0	5	15	-0.1	-11
Cc1c(C(=O)N(C)c2ccccc2)oc2c1C(O)CC(C)(C)C2 (stereo not drawn)	-4	-11	-2	0.4	0	4	-1	-0.1	2
SMILES	core dimer inh	EBNA-1 inh	TPT1 inhibitor	PP5 primary	PP1 inh	PREPL inh	ZTA DNA inh	Efflux pump inh	CTSL1 counter
CC(C)(C)c1nnc2sc(SCCN3C(=O)c4ccccc4C3=O)nn2c1=O	-6	6	-3	-0.1	1	-6	-3	0.2	3
CCNc1ccc(C(=O)OC(C(=O)NC(N)=O)C(C)C)cc1[N+](=O)[O-] (stereo not drawn)	-1	33*	-2	-0.8	0	2	0	0.0	0
CC(C)Cn1c(N)c(C(=O)COC(=O)c2cc(-c3ccccc3)nc3ccccc23)c(=O)n(C)c1=O	-4	-9	-4	0.5	1	-7	-1	0.0	0
C/C(CC(=O)NCc1ccco1)=N\NC(=O)COc1ccc(Cl)cc1Cl	-1	1	-2	1.4	-4	1	-8	0.0	4
c1ccc(-c2csc3nnc(SCc4ccc5c(c4)OCO5)n23)cc1	5	4	-4	-0.6	1	-27	11	-0.1	-2
O=C(CCN1C(=O)c2ccccc2C1=O)Nc1ccc(F)cc1	-4	3	1	-0.3	-3	-7	-2	-0.2	-2
CC1=C(C(=O)NCCN2CCOCC2)C2(CCC(C)CC2)OC1=O (stereo not drawn)	-4	-3	2	3.1	-2	3	4	0.0	-2
Cc1nc(-c2ccccc2)sc1C1(C)CC(c2ccc(C#N)cc2)=NO1 (stereo not drawn)	1	-1	-4	2.4	3	-36	-11	-0.2	-1
Cc1nn(Cc2ccccc2)c(C)c1C(=O)NCCN1C(=O)S/C(=C\c2ccccc2)C1=O	5	10	-3	2.0	-1	0	7	-0.1	3
Cn1nnnc1SCC(=O)NCC(=O)c1ccccc1	-4	13	0	-1.4	-8	5	6	-0.1	-2
CCN(C(=O)CCc1nnc2ccc(NCc3ccco3)nn12)c1ccccc1	9	4	0	0.0	5	5	1	0.1	1
COc1ccc(Cn2ccnc2CO)cc1[N+](=O)[O-]	1	8	-2	-3.2	-2	3	17	0.0	7
COc1ccc(O)c(C2=Nc3ccccc3N=C(c3ccccc3)C2)c1	-4	-8	1	4.8	0	-10	2	0.2	-2
COc1cccc(/C=N/NC(=O)c2ccc(OCc3cccc(Br)c3)cc2)c1	14	6	-4	2.0	5	11	-11	-0.2	-3
COc1ccc(S(=O)(=O)N2CCC(C(=O)NCCC(=O)NCc3ccncc3)CC2)cc1	-6	-4	-1	0.5	-3	0	-8	-0.2	-1
O=C(CCNS(=O)(=O)c1ccc(Cl)cc1)N1CCC2(O)CCCCC2C1 (stereo not drawn)	0	-5	-3	1.9	-4	12	-4	0.0	-2
CCOC(=O)COn1c(=O)c(C)[n+]([O-])c2ccccc21	2	-4	10	1.0	2	7	4	-0.1	-1
CCCC(C(=O)NC1CCCCC1)N(CC1CCCO1)C(=O)CNS(=O)(=O)c1ccc(F)cc1 (stereo not drawn)	1	1	4	2.5	-5	4	24	0.1	-2
CNC(=S)NNC(=O)CNc1ccc(C)c(Cl)c1	3	-7	-3	-1.3	-4	-6	9	0.2	-2
O=Nc1c(O)n(Cc2ccccc2)c2ccccc12	-1	-6	4	0.4	-1	-8	-4	0.1	0

An excerpt (hit frequency here may not be typical).
